Compound activity: PubChem, ICCB-Longwood Screening Facility, Harvard Medical School
PV pol inh: poliovirus RNA polymerase inhibition. P03300. poliovirus polymerase elongation, fluorescence polarization; hits give low values. % elongation, % (compound at 16.7 µg/mL). 150,000 tested, 0.66% active. AID 588519; in the data active = % elongation below about 90%; note: some results filed as inactive read as strong as hits
Target sequence (P03300 1749-2209 limits assumed): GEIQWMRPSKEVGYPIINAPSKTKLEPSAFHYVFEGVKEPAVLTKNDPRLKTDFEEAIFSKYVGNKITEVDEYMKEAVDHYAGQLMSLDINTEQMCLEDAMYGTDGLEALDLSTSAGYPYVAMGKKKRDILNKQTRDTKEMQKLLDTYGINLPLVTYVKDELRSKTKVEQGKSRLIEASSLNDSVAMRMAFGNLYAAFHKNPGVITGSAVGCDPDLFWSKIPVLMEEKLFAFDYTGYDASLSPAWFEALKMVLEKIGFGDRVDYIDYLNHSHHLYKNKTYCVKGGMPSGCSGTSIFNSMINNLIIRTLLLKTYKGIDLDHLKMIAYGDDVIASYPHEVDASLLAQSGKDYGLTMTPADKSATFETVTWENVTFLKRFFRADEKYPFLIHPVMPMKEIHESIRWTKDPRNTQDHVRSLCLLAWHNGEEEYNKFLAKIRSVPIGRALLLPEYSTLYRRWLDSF
PV pol inh FP z-score: further read-out of PV pol inh, marked with its call; z-score; measured here: FP z-score; hits read low
An asterisk follows results filed as active. Only part of the results is shown; count on the stated rates, not on these rows.

structure | PV pol inh | PV pol inh FP z-score
CC(C)CC(C(=O)NCc1ccc(F)cc1)N1Cc2ccccc2C1=O (stereo not given) | 103 | -1
Cc1c2cnn(-c3ccccc3)c(=O)c2c(C)n1C(C)C(=O)NCc1ccccn1 (stereo not given) | 104 | 0.6
NC(N)=Nc1ccc(Cl)cc1 | 103 | 0.3
C[N+]1(CCOc2ccccc2)Cc2ccccc2C1 | 100 | -0.5
OC(COCc1cccs1)CN1CCCCCC1 (stereo not given) | 106 | 0.7
c1ccc2c(c1)NCCS2 | 101 | -0.3
CCCNc1sc(S(C)(=O)=O)nc1S(=O)(=O)c1ccc(Cl)cc1 | 101 | 0.1
COc1ccc(CCNC(=O)CCCn2c(=O)c3ccccc3n(Cc3ccccc3C#N)c2=O)cc1OC | 108 | 0.7
O=C(O)c1c(CNCc2cccs2)c2ccccc2n1Cc1ccccc1 | 103 | 0.6
COc1cc(OC)c(C(=O)NC(C)C2CCCO2)cc1OC (stereo not given) | 101 | -0.8
O=C1CCc2cc(S(=O)(=O)NC(C(=O)NC3CCCC3)c3ccccc3)ccc2N1 (stereo not given) | 102 | 1
COc1ccc(Nc2nc(N)c3cc(OC)c(OC)cc3n2)cc1 | 106 | 0.3
O=C(NC1CCCc2ccccc21)c1ncoc1-c1cccs1 (stereo not given) | 102 | 0.7
CC(C)c1[nH]nc2oc(=N)c(C#N)c(-c3c(O)[nH]c4ccc(Br)cc34)c12 | 102 | 0.5
CC1(C)CC(=S)C=C(N2CCOCC2)C1 | 101 | 0
C=C1c2ccccc2NC(=O)N1c1ccccc1 | 97 | -0.8
Clc1ccc(Cn2nnc(-c3ccccc3)n2)cc1 | 106 | 0.3
CS(=O)(=O)c1ccc(C(=O)OCc2ccccc2F)cc1 | 102 | -0.1
O=C(O)c1ccc(CNCc2ccc(Cl)cc2)s1 | 106 | -0.2
CC(C)Oc1ccc(C(CC(N)=O)CC(=O)O)cc1 (stereo not given) | 106 | 0.3
CC(C)(C)C(=O)Cn1nnc(N2CCOCC2)n1 | 109 | 1
Cc1ccc(Cl)cc1N1CCN(CC(=O)c2ccc3[nH]ccc3c2)CC1 | 100 | 0.1
COc1ccc(S(=O)(=O)N2CCNCC2)cc1OC | 104 | 0.2
Cc1cc2oc3c(c(=O)c2cc1C)C(c1ccc(C(C)C)cc1)N(c1nc(C)c(C)s1)C3=O (stereo not given) | 104 | -0.1
COc1cccc(-c2nnn(Cc3nc4ccc(Cl)cc4n3CCO)n2)c1 | 119 | 2.1

More structures:
structure | PV pol inh | PV pol inh FP z-score
c1ccc(-c2nc3cc(Cc4ccc5oc(-c6ccccn6)nc5c4)ccc3o2)nc1 | 101 | -0.1
Cc1c(C)n(CC(O)CNCc2ccco2)c2ccccc12 (stereo not given) | 101 | -0.6
COc1cccc(N2CCN(C(=O)CN3C(=O)COc4ccc(S(=O)(=O)N5CCC(C)CC5)cc43)CC2)c1 | 107 | 0.8
Cc1nn(-c2ccccc2)cc1/C=N/NC(N)=S | 102 | 0.2
O=c1oc2ccccc2c(Cl)c1CN1CCCC1 | 104 | 0.6
O=C(O)/C=C/c1cc(Cl)c2c(c1)OCO2 | 98 | -0.2
CC(OC(=O)c1ccccc1Oc1ccccc1)C(=O)NC1CC1 (stereo not given) | 103 | 0.2
CCn1nc(C(=O)OCc2csc(C)n2)c2ccccc2c1=O | 106 | 0.4
Cc1ccc(/C=C/C(=O)O)s1 | 103 | 0.1
CCn1c(=NC(=O)c2ccc(OC(C)C)cc2)sc2cc3c(cc21)OCO3 | 99 | -0.6
COC(=O)Cc1c(C)c2ccc3c(c2oc1=O)CN(Cc1ccccc1OC)CO3 | 108 | 0.3
COc1ccc(OC)c(-n2c(=S)[nH]c3cc(C(=O)N4CCC(C(N)=O)CC4)ccc3c2=O)c1 | 104 | 0.4
Cc1[nH]nc(N=CC2=C(O)CCCC2=O)c1-c1ccccc1 | 101 | -0.2
CCCCn1c(=O)c(CCC(=O)OCc2nnc(-c3cc4c(s3)CCCC4)o2)nc2ccccc21 | 106 | 0.4
OCCN1CCN(C(=S)c2ccccc2O)CC1 | 98 | -0.8
CC1=CCC2C(=O)N(c3ccc(C(=O)N4CCCCCC4)cc3)C(=O)C2C1 (stereo not given) | 104 | 0.4
O=C(O)C1CCN(c2c(-c3ccccc3)c3cc(Cl)ccc3[nH]c2=O)CC1 | 100 | -0.1
CCCCCSc1nnc2c(n1)OC(CC)N(C(C)=O)c1ccccc1-2 (stereo not given) | 99 | -0.2
O=C(CSc1ccc2c(c1)CCC2)N(Cc1nnc(-c2ccc(Cl)cc2)o1)C1CC1 | 105 | 0.5
CSc1nc2ccc(NC(=O)/C=C/c3ccc(C)o3)cc2s1 | 106 | 0.3
COc1cccc(NC(=O)C(NCCO)c2ccccc2)c1 (stereo not given) | 104 | 0.2
CC1(CC(=O)N/N=C/c2ccc(C#N)cc2)OCCO1 | 100 | -0.3
CCc1ccccc1NC(=O)c1cnc(N2CCCCC2)c2ccccc12 | 110 | 0.5
CCc1ccc2oc(C(=O)NCCc3ccc(OC)c(OC)c3)cc(=O)c2c1 | 109 | 0.3
CCCCC(=O)Nc1nc(-c2ccccc2)cs1 | 101 | -0.2

An excerpt of these results, field by field:
CCn1nc(C(=O)OCc2csc(C)n2)c2ccccc2c1=O
- PV pol inh = 106
- PV pol inh FP z-score = 0.4
Cc1ccc(/C=C/C(=O)O)s1
- PV pol inh = 103
- PV pol inh FP z-score = 0.1
CCn1c(=NC(=O)c2ccc(OC(C)C)cc2)sc2cc3c(cc21)OCO3
- PV pol inh = 99
- PV pol inh FP z-score = -0.6
COC(=O)Cc1c(C)c2ccc3c(c2oc1=O)CN(Cc1ccccc1OC)CO3
- PV pol inh = 108
- PV pol inh FP z-score = 0.3

Additional entries.
structure | PV pol inh | PV pol inh FP z-score
Brc1ccc2nc3c(n2c1)CCCC3 | 101 | 0.6
CCc1ccc2nc(N3CCN(C(=O)c4ccccc4)CC3)sc2c1 | 111 | 1
O=C(Cn1c(=O)oc2cc(S(=O)(=O)N3CCCCCC3)ccc21)NCc1ccccc1Cl | 104 | 0
CCCNC(=O)c1noc2c1CCc1cc(OC)ccc1-2 | 102 | 0.2
CC(C)CNS(=O)(=O)c1ccccc1 | 102 | 0.4
O=C(C1CCC1)N1CCc2cc(S(=O)(=O)NCCCN3CCN(Cc4ccccc4)CC3)ccc21 | 100 | -0.3
N#Cc1cccnc1NNC(=O)c1ccccc1C(=O)O | 99 | -0.7
O=c1[nH]nc(SCc2cccc3nsnc23)n1-c1ccccc1 | 102 | -0.1
Cc1[nH]c2ccccc2c1C(=O)COc1ncnc2ccccc12 | 101 | 0.1
C=CCn1c(=O)c(C(=O)Nc2cccc(O)c2)c(O)c2ccccc21 | 102 | -0.1
COc1cc(C(CC(=O)O)CC(=O)N2CCC(n3cccc3)CC2)cc(OC)c1OC (stereo not given) | 101 | -0.4
CC(OC(=O)C1=NNC(=O)CC1)C(=O)Nc1nc(-c2ccccc2)cs1 (stereo not given) | 104 | 0.2
COc1ccc2c(c1)C(SCC(=O)NC1CC1)CC(C)(C)O2 (stereo not given) | 105 | 2.8
CC(=O)c1cc(-c2ccc(F)cc2)n(CC(=O)Nc2cc(C)cc(C)c2)c1C | 104 | 0
NC(=O)Cn1c(=O)n(CCCCCC(=O)NCc2ccccc2Cl)c(=O)c2sccc21 | 108 | 0.5
CCCCCCOc1ccc(C2C(C#N)=C(C)NC(C)=C2C#N)cc1 | 105 | 0.1
COc1ccc(CNC(=O)c2ccc(CS(=O)c3ccc(OC)cc3)o2)cc1 (stereo not given) | 105 | 1.6
Cc1cc(C)c(-c2n[nH]c3c2C(c2ccccc2F)N(CCO)C3=O)c(O)c1 (stereo not given) | 108 | 0
COc1ccccc1-c1coc2c(CN(C)C)c(O)ccc2c1=O | 102 | 0.1
NC(=O)C1CCN(C(=O)C2C3CCC(C3)C2C(=O)O)CC1 (stereo not given) | 103 | 0.7
CSc1ccc(/C=N/N(C)S(=O)(=O)c2ccc(C)cc2)cc1 | 99 | -0.8
CC(C)C(=O)Nc1c2c(nn1-c1ccc(Oc3ccccc3)cc1)CSC2 | 104 | 0.5
COc1ccc(C2=NN3COc4ccccc4C3C2)cc1 (stereo not given) | 104 | 0.7
Cc1ccc2nc(SCCC3OCCO3)nc(=O)n2c1 | 100 | -0.7
O=C(c1ccccc1Cl)N(Cc1ccco1)Cc1ccco1 | 108 | 0.2

Next part
structure | PV pol inh | PV pol inh FP z-score
Cc1[nH]c2ccc(F)cc2c1CC(=O)O | 100 | -0.6
Cc1ccc(C(=O)OCC(=O)N2CCCC2)cc1NC(=O)c1ccco1 | 103 | 0.2
CCc1ccc2oc(C(=O)NCC(c3ccc(Cl)cc3)N3CCOCC3)c(C)c2c1 (stereo not given) | 109 | 0.6
Cn1c(N)c(Br)c(-c2ccc(F)cc2)c(C#N)c1=O | 99 | -0.6
CS(=O)(=O)c1ccccc1C(=O)Nc1cc2c(cc1C(=O)O)OCCO2 | 100 | -0.4
O=C(Nc1nccs1)c1cccc(S(=O)(=O)N2CCCCC2)c1 | 102 | 0
CC(Sc1nnc(N)s1)C(=O)Nc1ccc(F)c(F)c1F (stereo not given) | 100 | -0.5
CN(C(=O)c1ccccc1)c1nc2ccccc2s1 | 108 | 0.3
CCc1ccc(C2C(C(=O)Nc3ccccc3OC)=C(C)Nc3nc(SCc4ccccc4)nn32)cc1 (stereo not given) | 111 | 1.3
CC(=O)c1ccc(NC(=O)C2CCC(CNS(=O)(=O)c3ccc4c(c3)CCCC(=O)N4)CC2)cc1 (stereo not given) | 107 | 0
O=C1CN(C(=O)C2CCC2)CCN1 | 104 | 0.6
O=C(c1sc2ccccc2c1Cl)n1ccc(-c2cccs2)n1 | 100 | -0.1
Cc1nc2ccccc2c(C)c1CC(=O)O | 98 | -0.8
Cc1nc2cc(-c3cccc(F)c3)nn2c(C)c1CCC(=O)NC(C)c1ccccc1 (stereo not given) | 104 | -0.9
CCOc1ccc(CNC(=O)c2cnc(SC)nc2C)cc1 | 114 | 1.7
O=C(Nc1ccc(O)c(-c2nc3ccccc3o2)c1)c1ccc(-c2cccc(Cl)c2)o1 | 107 | 0.2
CC(=O)NC(C)c1ccccc1 (stereo not given) | 105 | 0.2
CCc1cccc(N2C(=O)Nc3ccccc3N2O)c1 | 102 | 0.6
O=C(Nc1sc2c(c1C(=O)Nc1ccccc1Cl)CCCC2)c1ccccc1F | 107 | 0.6
CC(C)(C)N=c1scc(-c2ccccc2)n1-c1ccccc1 | 104 | 0.3
O=C(CCS(=O)(=O)c1nc(-c2ccc3c(c2)OCO3)cc(C(F)(F)F)n1)Nc1ccc(F)cc1F | 99 | -0.6
O=C(CCc1ccccc1)N/N=C/c1ccco1 | 107 | 1.5
CCc1ccccc1NC(=O)N1CCc2cc(OC)c(OC)cc2C1CC(=O)OC (stereo not given) | 99 | -1.1
O=C(/C=C/c1ccccc1)OCC(=O)c1ccc(-n2nncc2-c2ccco2)cc1 | 102 | -0.1
O=C1CSc2ccc(C(=O)N3CCN(c4cccc(C(F)(F)F)c4)CC3)cc2N1 | 100 | -0.5

6 compounds picked at random from the list so far:
structure | PV pol inh | PV pol inh FP z-score
CCCCn1c(=O)c(CCC(=O)OCc2nnc(-c3cc4c(s3)CCCC4)o2)nc2ccccc21 | 106 | 0.4
c1ccc(-c2nc3cc(Cc4ccc5oc(-c6ccccn6)nc5c4)ccc3o2)nc1 | 101 | -0.1
Cc1nn(-c2ccccc2)cc1/C=N/NC(N)=S | 102 | 0.2
CC1(CC(=O)N/N=C/c2ccc(C#N)cc2)OCCO1 | 100 | -0.3
Cc1[nH]nc(N=CC2=C(O)CCCC2=O)c1-c1ccccc1 | 101 | -0.2
COc1ccc(CCNC(=O)CCCn2c(=O)c3ccccc3n(Cc3ccccc3C#N)c2=O)cc1OC | 108 | 0.7

More records
structure | PV pol inh | PV pol inh FP z-score
Cc1ccc2onc(CC(=O)N3CCN(c4ccccc4)CC3)c2c1 | 101 | -1.1
Cc1ccc(N(C)S(=O)(=O)c2c(C)[nH]c(C)c2C(=O)N2CCCC2)cc1 | 100 | -0.2
CCOc1ccccc1N1CC(c2nc3ccccc3n2CCOc2ccccc2OC)CC1=O (stereo not given) | 104 | -0.5
CN(CN1C(=O)c2cc(Cl)c(Cl)cc2C1=O)C1CCCCC1 | 99 | -0.5
CCCS(=O)(=O)c1c(S(=O)(=O)CCC)c2cc(C(C)(C)C)ccn2c1C(=O)c1ccc(OC)c(OC)c1 | 107 | 0.6
COc1ccc2oc(C(=O)OCC(=O)Nc3ccccc3SCC#N)c(C)c2c1 | 65 | -4.7
CCOc1ccc(CNC(=O)c2cnc3sc(N(CC)CC)nn3c2=O)cc1 | 106 | 0
Cn1cnnc1Sc1ccc(Cl)cc1NC(=O)CN1C(=O)C2CC=CCC2C1=O (stereo not given) | 101 | -0.2
CCCN(CCC)CCCNC(=O)C1CCCN(Cc2nc(-c3ccc(Cl)cc3)oc2C)C1 (stereo not given) | 106 | 0.1
Cn1c(=O)c(C(=O)CSc2nncn2-c2ccccc2)c(N)n(Cc2ccccc2)c1=O | 105 | 0.2
CCN(C(=O)c1cccnc1SCc1c(C)noc1C)c1nc2c(C)cccc2s1 | 108 | -0.2
CC(CNC(=S)Nc1cccc(Cl)c1)CSc1ccc(Cl)cc1 (stereo not given) | 103 | 0.7
CCCCOc1nc2ccccc2nc1C(C#N)C(=O)OCC (stereo not given) | 100 | -0.2
CC(=O)c1c(C)oc2c1cc(NS(=O)(=O)c1c(C)cc(C)cc1C)c1ccccc12 | 105 | 0
CCOc1ccc(C2c3c(-c4ccccc4O)n[nH]c3C(=O)N2Cc2ccncc2)cc1 (stereo not given) | 109 | 0.6
